# Screening results (PubChem BioAssay)
# p53null 39C kill: p53 null cell cytotoxicity, nonpermissive temperature | H1299 p53-null (neo) cells, 39C, ATPlite viability, 24 h | Potency, µM (titrated, usually from 46.1 µM), inactives show top-dose activity, negative = cell killing, most hits filed as cytotoxic | 0.97% of 55,000 active | AID 904;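 also: 0% = DMSO only and -100% = full killing by 100 µM tamoxifen; nearly all actives have a fitted effect of over 50% in size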
#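 Following overnight plating at 37C (600 cells/well), H1299-neo or H1299-p53A138V cells are dosed up to 46 uM. Incubation lasts 24 hr at 39C before ATP detection.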
# p53null 32C tox: selectivity test: cytotoxicity in p53 null cells, permissive temperature; H1299-neo p53 null cells, ATP luminescence, 24 h, 32C; Potency, µM (series often up to 46.1 µM), for inactives: at the top dose activity change, negative = cytotoxicity, most hits filed as cytotoxic; 0.62% of 55,000 active;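 also: 0% = DMSO only and -100% = full killing by 100 µM tamoxifen; nearly all actives have a fitted effect of over 55% in size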
#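 H1299-neo (p53-null) cells, 600/well, were pre-incubated overnight at 37C, then exposed to compounds at up to 46 uM for 24 hr at 32C. Viability was measured as ATP content by luminescence, and AC50 values came from Hill fits.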
# An asterisk follows results filed as active; ? = inconclusive; [ ] = remark or other dose. Calls follow the shape of the dose curve; as a rule, active = well fitted cell-killing curve with a large enough effect; inconclusive = small, poorly fitted or top-dose-only effect; inactive = no such curve, though single readings can be large or run the other way. Potency is read from the fitted curve at half-maximal effect. This is a subset (hit frequency here may not be typical).
SMILES,p53null 39C kill,p53null 32C tox
C=CCn1c(COc2ccccc2F)nnc1SCCN1C(=O)c2ccccc2C1=O,7%,17%
O=C(/C(C=Nc1ccc(F)cc1)=C(/O)c1ccco1)C(F)(F)F,?,7.9µM*
Cc1noc(C(=O)Nc2c(C)n(C)n(-c3ccccc3)c2=O)c1Cl,-11%,3%
CCOc1ccc(C(=O)NC(=S)Nc2ccc(N3CCC(C)CC3)cc2)cc1[N+](=O)[O-],13%,6%
CNC(=O)COC(=O)/C=C/c1c(C)nn(-c2ccccc2)c1C,-10%[1.84 µM],1%
COC(=O)N/N=C/c1ccc([N+](=O)[O-])o1,14%,-3%
COc1ccc(-n2nnnc2SCC(=O)c2ccc3c(c2)OCCO3)cc1,26%,4%
COc1cc(OC)cc(C(=O)NCCNC(=O)c2ccco2)c1,0%,0%
COc1cc(/C=N/N2CCN(C3c4ccccc4-c4ccccc43)CC2)cc(OC)c1OC,-1%,-1%
Cc1cc(Nc2cccc(F)c2)n2nc(C)nc2n1,18%,10%
CC1CC(Nc2ccccc2)c2ccccc2N1C(=O)c1cccnc1 (stereo unspecified),7%,10%
O=C(NC1CCCCC1)C1Cc2ccccc2CN1S(=O)(=O)c1ccc(F)cc1 (stereo unspecified),13%,0%
CCN(CC)CCn1c(NCc2cc(OC)ccc2OC)nc2ccccc21,16%,-6%
CSc1nc(Cl)c(Cc2ccc(OC(C)C)cc2)c(N(C)C)n1,9%[1.84 µM],-20%
Cc1cnc(C(=O)Nc2ccc(N3CCOCC3)cc2)cn1,14%,-12%
CC(C)CC(=O)Nc1cccc2c1C(=O)N(c1ccccc1)C2=O,3%,-4%
CCCCCOc1ccc(N2C(=O)C3C4C=CC(C3C2=O)N(C)C4=O)cc1 (stereo unspecified),-3%,-4%
Cc1cccc(-c2cc3nc(-c4ccccc4)cc(N4CCC5(CC4)OCCO5)n3n2)c1,19%,-3%
CC(C)c1ccc(S(=O)(=O)c2n[nH]n3c2nc(=O)c2ccccc23)cc1,8%,2%
CCCCCC1CC(CC(=O)Nc2ccc([N+](=O)[O-])cc2)C(=O)O1 (stereo unspecified),-11%,-21%
Cc1cc(C)c(C#N)c(SCc2[nH]nc3c2C(c2ccc(F)cc2)C(C#N)=C(N)O3)n1 (stereo unspecified),3%,1%
COc1ccc(N(CC(=O)N2CCN(Cc3ccc4c(c3)OCO4)CC2)S(C)(=O)=O)cc1OC,4%,10%
CN(CCO)c1ncnc2nc[nH]c12,22%,4%
COc1cc(C(=O)N(CCc2ccccc2)C2=CC3CCC(C2)N3C)cc(OC)c1OC (stereo unspecified),-3%,7%
Cn1c(Cn2c(=O)sc3ccccc32)nnc1SCC(=O)NC1CCCCC1,3%,0%
CCc1nnc(NC(=O)CSc2nnc(-c3ccncc3)n2C)s1,29%,5%
CN(CCOC(=O)c1ccc2c(c1)OCCO2)C(C)(C)C,8%,12%
CCOC(=O)Cc1csc(NC(=O)c2ccc(NC(C)=O)cc2)n1,-17%,-15%
O=C(Nc1nccs1)c1ccc(Br)c(S(=O)(=O)N2CCOCC2)c1,-2%,-9%
CCc1c(C)nc2ncnn2c1NCCc1ccc(OC)c(OC)c1,0%,-15%

# Brought forward from above: 4 entries; new compounds follow.
SMILES,p53null 39C kill,p53null 32C tox
CN(CCOC(=O)c1ccc2c(c1)OCCO2)C(C)(C)C,8%,12%
CCOC(=O)Cc1csc(NC(=O)c2ccc(NC(C)=O)cc2)n1,-17%,-15%
O=C(Nc1nccs1)c1ccc(Br)c(S(=O)(=O)N2CCOCC2)c1,-2%,-9%
CCc1c(C)nc2ncnn2c1NCCc1ccc(OC)c(OC)c1,0%,-15%
CCCc1cc(C(=O)OC)c(NC(=O)c2cc(C)on2)s1,-4%,-1%
O=Cc1c(Sc2ccccn2)nc2ccccn2c1=O,-8%,-6%
O=c1[nH]c(=O)n(Cc2ccccc2)c2nc(-c3ccc(Oc4ccc(F)cc4)c([N+](=O)[O-])c3)n(CCO)c12,?,7%
CC(C)(C)Nc1nc(NCc2cccnc2)nc(N2CCOCC2)n1,-2%,-10%
CCOC(=O)CSc1nnc(-c2ccccc2)o1,-6%,5%
COc1cc(NC(=O)C2CCCN(c3ncccn3)C2)cc(OC)c1 (stereo unspecified),-28%,-12%
CCOc1ccc(NC(=O)CSc2nnc(C(C)C)n2CC)cc1,5%,7%
O=[N+]([O-])c1cnccc1Nc1cccc(F)c1,2%,-2%
Cc1ncc(CO)c2cc(S(=O)(=O)c3ccc(F)cc3)c(=O)oc12,1%,5%
COc1ccccc1/C=C/C=N/n1c(C2CCCCC2)n[nH]c1=S,4%,-12%
O=C(O)C1C2C=CC(C2)C1C(=O)NCCc1cccc(Cl)c1 (stereo unspecified),-1%,3%
Cc1ccc(C)c(N(CC(=O)NCc2ccco2)C(=O)CCC(=O)Nc2ccccn2)c1,-16%,1%
Cc1cc(C)n(C(=O)COc2ccc(Cl)cc2Cl)n1,-10%,-4%
COc1ccccc1C(=O)Nc1cc2cc(Br)ccc2oc1=O,1%,5%
CC1Cc2ccccc2N1C(=O)c1cc2sccc2n1Cc1ccc(F)cc1 (stereo unspecified),31%,2%
O=C(NCCc1ccccc1)c1cnc2sccn2c1=O,18%,?
Cc1[nH]c2ccccc2c1C(=O)CSc1nncn1C,18%,-2%
CCOC(=O)c1ccc(NC(=O)CSc2nnc(CNc3ccc(C)cc3)n2C)cc1,-11%,0%
Cc1cc(C)n(-c2nc(O)cc(=O)[nH]2)n1,17%,1%
COc1ccc(C(CC(=O)O)NC(=O)COc2ccccc2)cc1 (stereo unspecified),2%,-4%
CCOc1ccc(NC(=O)CN(c2cc(C)cc(C)c2)S(=O)(=O)c2c(C)noc2C)cc1,-1%,7%
CC(=O)N1CCc2cc(S(=O)(=O)NC3CCCc4ccccc43)ccc21 (stereo unspecified),9%,-10%
O=C(OCC1CC(c2ccccc2Cl)=NO1)c1ccc(Br)cc1 (stereo unspecified),2%[1.84 µM],-5%
CCOc1ccc(NC(=NCc2ccc3c(c2)OCO3)SC2CC(=O)N(c3ccc(OCC)cc3)C2=O)cc1 (stereo unspecified),12%,9%
Cc1ccc(S(=O)(=O)CC(=O)N2CCCC2)cc1,-13%,-9%
CCN(CC)S(=O)(=O)c1cccc(-c2nnc(SCC(N)=O)n2CCc2ccccc2)c1,-13%,-12%
CCOC(=O)C1CCN(C(=O)c2sc3nc(C)nc(N4CCC(C)CC4)c3c2C)CC1,10%,7%
O=C(CSCc1c(Cl)cccc1Cl)NCc1ccco1,10%,-2%
COc1cc(OC)cc(-c2ncc3ccccn23)c1,5%,-1%
COc1ccc(-c2cc(C(F)(F)F)nc(SCC(=O)NCc3ccco3)n2)cc1OC,-15%,-8%

# Complete entries as entered above. Values in the order: p53null 39C kill, p53null 32C tox
# O=C(CSCc1c(Cl)cccc1Cl)NCc1ccco1 is listed as 10%, -2%
# O=C(NCCc1ccccc1)c1cnc2sccn2c1=O is listed as 18%, ?
# CCOc1ccc(NC(=NCc2ccc3c(c2)OCO3)SC2CC(=O)N(c3ccc(OCC)cc3)C2=O)cc1 (stereo unspecified) is listed as 12%, 9%
# Cc1ccc(S(=O)(=O)CC(=O)N2CCCC2)cc1 is listed as -13%, -9%
# CCOC(=O)c1ccc(NC(=O)CSc2nnc(CNc3ccc(C)cc3)n2C)cc1 is listed as -11%, 0%

# Returning to the listing with the six entries that preceded the break.
SMILES,p53null 39C kill,p53null 32C tox
Cc1ccc(S(=O)(=O)CC(=O)N2CCCC2)cc1,-13%,-9%
CCN(CC)S(=O)(=O)c1cccc(-c2nnc(SCC(N)=O)n2CCc2ccccc2)c1,-13%,-12%
CCOC(=O)C1CCN(C(=O)c2sc3nc(C)nc(N4CCC(C)CC4)c3c2C)CC1,10%,7%
O=C(CSCc1c(Cl)cccc1Cl)NCc1ccco1,10%,-2%
COc1cc(OC)cc(-c2ncc3ccccn23)c1,5%,-1%
COc1ccc(-c2cc(C(F)(F)F)nc(SCC(=O)NCc3ccco3)n2)cc1OC,-15%,-8%
O=C(NCC(=O)N(Cc1ccccc1)C(C(=O)NC1CCCC1)c1ccncc1)c1ccco1 (stereo unspecified),-13%,-4%
CC(=O)CCc1ccc(OC(=O)c2cccnc2)cc1,2%,1%
CCC(=O)N1CCCn2c1nc1ccccc12,-2%,-3%
O=C(Cn1cnc2ccccc21)N/N=C/c1ccc([N+](=O)[O-])cc1,11%,17%
COc1cc2c(c(OC)c1)C(c1cccc(OC)c1OC)CC(=O)N2 (stereo unspecified),10%,15%
CCC(C)(C)n1nnnc1C(c1cc2cc(C)cc(C)c2[nH]c1=O)N1CCCC1 (stereo unspecified),10%,-3%
CC(C)(C)NC(=O)COC(=O)c1ccc(O)cc1,-2%,-13%
CCc1ccc(CNn2cnnc2SCC(=O)NC(C)(C)C)cc1,0%,-1%
Cc1ccccc1C(=O)Nc1cccc(C#N)c1,-1%,4%
Cc1ccccc1NC(=O)C1CCN(c2cnccn2)CC1,17%,8%
Cn1c(NC(=O)c2ccc(Cl)s2)cc(=O)n(C)c1=O,-10%,-7%
CCC(=O)NC(c1cccc([N+](=O)[O-])c1)c1c(OC(C)=O)ccc2ccccc12 (stereo unspecified),5%,-13%
O=C(c1cc2sccc2n1Cc1ccc(F)cc1)N1CCN(c2nc3ccccc3s2)CC1,2%,-1%
COc1ccc(-c2nnc(SCC(=O)Nc3ccc(Cl)cc3)n2C)cc1,1%,-4%
COC(=O)c1c(NC(=O)c2ccc(S(=O)(=O)N3CCOCC3)cc2)sc2c1CCN(C)C2,28%,-8%
COc1cccc(-c2ccc(=O)n(CC(=O)NCCN3CCOCC3)n2)c1,26%,10%
CC1(C)OC(c2ccccc2)=C/C(=C/C=Nc2ccccc2)O1,-4%,-10%
O=C(CSCc1ccccc1)N1CCN(Cc2ccc3c(c2)OCO3)CC1,-16%,-16%
O=C(Cn1cnc2c(nnn2Cc2ccc(F)cc2)c1=O)N1CCCc2ccccc21,-5%,-12%
O=C(CCCc1ccccc1)c1ccc2c(c1)OCCO2,13µM*,10µM*
COc1ccc(C(=O)NC(C)c2nc3ccccc3[nH]2)cc1OC (stereo unspecified),10%,-7%
CCN(CC)C(=O)c1sc(N)c(C(=O)OC(C)C)c1C,3%,10%
Cc1ccc(C2c3sc(=O)[nH]c3SC3C(=O)NC(=O)C32)cc1 (stereo unspecified),-1%,9%
O=c1c2c3c(sc2ncn1/N=C/c1ccccc1)CCCC3,24%,10%
COc1ccc(-c2nn(-c3ccccc3)cc2CNC(=O)c2cccc([N+](=O)[O-])c2)cc1,28%[1.84 µM],-2%
CCOc1ccc(OCC)c(NC(=O)CN2CCN(c3cccc(C)c3C)CC2)c1,16%,-3%
FC(F)(F)c1cc(-c2ccco2)nc(NCc2ccco2)n1,4%,0%
CN(C)C(=O)CSc1nnc(-c2cnccn2)n1C,7%,-2%
Cc1cc(C(=O)CSc2n[nH]c(N)n2)c(C)n1-c1ccc(F)cc1,-23%,-16%
O=C(O)/C=C/c1ccc2ccccc2n1,6%,2%
